# PAD4 FP inh: inhibitors of human PAD4; Q9UM07; recombinant PAD4, RCA probe fluorescence polarization; inhibition, % at 6.36 µM; 330,000 tested, 0.41% active; AID 485272;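 active = percent inhibition above a cutoff equal to the mean of all tested compounds plus 3 SD, cut at about 15% in these data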;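 note: 0% = PAD4 with RCA probe and DMSO and 100% = probe without PAD4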
# EBNA-1 inhibitor: blocks EBNA-1 binding to DNA; EBNA-1 DNA binding, fluorescence polarization; inhibition, % at 14.8 µM; 300,000 tested, 0.34% active; in the data active = inhibition above about 28%
# ZTA counter: ZTA (EBV) inhibition in EBNA-1 counter-screen; ZTA-DNA binding, fluorescence polarization; inhibition, % at 11 µM; 320,000 tested, 0.15% active; AID 2234; in the data active = inhibition above about 33%
# GSTO1 counter: counter-screen for RBBP9 inhibitors: inhibitors of human GSTO1 | P78417 | recombinant GSTO1, activity-based probe fluorescence polarization | inhibition, % at 5.96 µM | 300,000 tested, 1.1% active;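 active = inhibition above the campaign mean inhibition plus 3 SD, cut at about 35% in these data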;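 note: 0% = GSTO1-1 with DMSO and 100% = wells lacking GSTO1-1 enzyme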
# Target sequence (P78417 whole entry, looked up): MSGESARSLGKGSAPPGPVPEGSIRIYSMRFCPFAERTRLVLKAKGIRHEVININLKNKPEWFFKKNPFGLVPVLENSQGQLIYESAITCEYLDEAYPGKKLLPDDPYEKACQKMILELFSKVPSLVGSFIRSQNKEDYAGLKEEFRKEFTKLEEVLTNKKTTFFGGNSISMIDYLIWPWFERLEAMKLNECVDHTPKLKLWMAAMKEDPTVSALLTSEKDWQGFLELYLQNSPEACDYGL
# PREPL inh: inhibits the human prolyl oligopeptidase-like enzyme; Q4J6C6; recombinant PREPL, fluorescence polarization activity-based probe; AID 2751; inhibition, % at 5.96 µM; 320,000 tested, 0.68% active; in the data active = inhibition above about 43%;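 note: 0% = enzyme with DMSO and 100% = wells lacking enzyme; many of its hits are not listed in these tables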
# Target sequence (Q4J6C6 whole entry, looked up): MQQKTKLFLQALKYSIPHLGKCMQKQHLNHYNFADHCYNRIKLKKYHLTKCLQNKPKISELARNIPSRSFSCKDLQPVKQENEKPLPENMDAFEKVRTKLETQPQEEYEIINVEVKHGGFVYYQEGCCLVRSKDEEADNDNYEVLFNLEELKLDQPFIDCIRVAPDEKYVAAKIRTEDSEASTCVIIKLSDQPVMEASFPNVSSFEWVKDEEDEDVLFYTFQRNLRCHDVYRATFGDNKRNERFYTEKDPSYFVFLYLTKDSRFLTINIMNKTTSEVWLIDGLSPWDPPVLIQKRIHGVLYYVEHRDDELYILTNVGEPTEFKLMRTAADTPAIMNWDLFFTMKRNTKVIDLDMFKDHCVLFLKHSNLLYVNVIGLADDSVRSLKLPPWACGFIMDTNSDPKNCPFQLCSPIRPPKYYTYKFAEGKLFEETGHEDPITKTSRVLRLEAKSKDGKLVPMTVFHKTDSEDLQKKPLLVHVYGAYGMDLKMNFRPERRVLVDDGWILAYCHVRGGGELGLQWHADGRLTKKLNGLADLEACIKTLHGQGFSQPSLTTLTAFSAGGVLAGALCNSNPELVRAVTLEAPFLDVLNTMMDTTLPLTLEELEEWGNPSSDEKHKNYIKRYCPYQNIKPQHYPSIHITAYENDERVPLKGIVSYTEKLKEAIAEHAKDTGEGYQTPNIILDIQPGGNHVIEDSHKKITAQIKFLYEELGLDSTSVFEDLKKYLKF
# LYPLA1 inh: blocks human lysophospholipase 1, a PME1 counter-screen. O75608. recombinant LYPLA1, FP-Rh probe fluorescence polarization. inhibition, % at 5.9 µM. 320,000 tested, 0.16% active;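 active = inhibition above the mean of all tested compounds plus 3 SD, set per campaign, cut at about 14% in these data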;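 note: inhibitors block serine hydrolase probe labeling of LYPLA1 so polarization falls; 0% = enzyme with DMSO and 100% = wells lacking LYPLA1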
# LYPLA2 inh: LYPLA2 (human) inhibition in PME1 counter-screen; AID 2177; recombinant LYPLA2, FP-Rh probe fluorescence polarization; inhibition, % at 5.9 µM; O95372; 320,000 tested, 0.38% active;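 active = inhibition above the screen-wide mean plus 3 SD, limit set per campaign, cut at about 26% in these data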;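 note: 0% = LYPLA2 with DMSO and 100% = wells lacking LYPLA2 enzyme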
# PAFAH1B3 inh: blocks human PAF acetylhydrolase 1B catalytic subunit 3; Q15102; 340,000 tested, 0.28% active; recombinant PAFAH1B3, FP-rhodamine probe, fluorescence polarization; inhibition, % at 3.39 µM;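 active = inhibition above the screen-wide average of all tested compounds plus 3 SD, cut at about 25% in these data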;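 note: 0% = enzyme with DMSO only and 100% = wells lacking PAFAH1B3 protein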
# PAFAH2 inh: PAFAH2 (human) inhibition; Q99487; recombinant PAFAH2, FP-rhodamine activity probe, fluorescence polarization; inhibition, % at 3.39 µM; 340,000 tested, 0.99% active; AID 492956;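 active = inhibition above the mean over all tested compounds plus 3 SD, cut at about 30% in these data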;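 note: inhibitors block probe labeling of enzyme so polarization drops; 0% = enzyme with DMSO and 100% = wells lacking PAFAH2 protein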
# An asterisk follows results filed as active; · = not tested or not shown. Not all compounds are listed. The share of hits here may be higher or lower than overall.
1. O=C(NCc1cccc(C(F)(F)F)c1)C1CC(c2ccc(C(F)(F)F)cc2)=NO1 (stereo unspecified)
2. COc1ccccc1NC(=S)NCCc1ccc(S(N)(=O)=O)cc1
3. COC(=O)c1ccccc1NC(=O)COC(=O)c1ccco1
4. COc1cc(C(=O)OCC(=O)Nc2cc(C)on2)ccc1OCc1ccccc1Cl
5. Cc1ccnc(SCC(=O)NC2CCCCCC2)n1
6. CC(C)(C)C1CCC(C(=O)NCCc2ccc(S(N)(=O)=O)cc2)CC1 (stereo unspecified)
7. CC(C)(C)SCCSC1=CC(=O)CC(c2ccccc2)C1 (stereo unspecified)
8. Cc1c(Nc2nc(-c3ccc(Cl)cc3)cs2)c(=O)n(-c2ccccc2)n1C

Compound,1,2,3,4,5,6,7,8
PAD4 FP inh,1,2,0,-4,-3,-3,-7,2
EBNA-1 inhibitor,3,-6,4,-3,6,-3,-18,6
ZTA counter,9,-8,-15,-8,1,-16,-4,4
GSTO1 counter,2,3,-4,0,8,-4,1,6
PREPL inh,-3,2,-1,2,2,16,4,23
LYPLA1 inh,-3,2,-1,-2,-2,1,9,-1
LYPLA2 inh,0,7,-5,-6,-1,7,4,-3
PAFAH1B3 inh,14,9,9,6,3,1,13,3
PAFAH2 inh,2,3,11,14,-6,6,11,-2

9. COc1cccc(CN2CC(C(=O)N3CCOCC3)CCC2=O)c1 (stereo unspecified)
10. O=c1c2ccccc2nc2n1CCN2Cc1ccc(Cl)cc1
11. CCCCN(C)C(=O)c1cn(-c2cccc(OC)c2)c(=O)c2ccccc12
12. CNC(=O)CSc1nc(SC)ns1
13. CC(C)(C)NC(=O)C(c1ccncc1)N(C(=O)Cn1nnc(-c2ccc(F)cc2)n1)c1ccc(F)cc1 (stereo unspecified)
14. Cn1nc(C(F)(F)F)c(-c2ccccc2)c1N
15. COc1ccc(N2CC(C(=O)NCCS(=O)(=O)N3CCN(c4ccccc4)CC3)CC2=O)cc1 (stereo unspecified)
16. Cc1cc(C(=O)OCC(=O)c2ccc(Br)s2)c(C)o1

Compound,9,10,11,12,13,14,15,16
PAD4 FP inh,0,1,-2,2,0,-2,1,-15
EBNA-1 inhibitor,-4,3,3,-5,-8,5,2,-2
ZTA counter,-4,9,-7,13,4,10,-4,14
GSTO1 counter,-2,1,1,-2,0,9,0,2
PREPL inh,10,-4,4,12,0,-1,14,7
LYPLA1 inh,4,-2,-4,3,3,2,-1,-5
LYPLA2 inh,3,5,4,4,1,-1,3,-13
PAFAH1B3 inh,9,6,9,10,10,10,4,·
PAFAH2 inh,-4,-1,4,-3,4,-1,-2,·

17. CCC12CN3CCN(CC(C3)/C1=N\NC(=O)c1ccc(C(C)(C)C)cc1)C2
18. Cc1cc(NC(=O)CCNS(=O)(=O)c2cc(Br)cnc2N)ccc1Br
19. CC(C)CNC(=O)c1ccccc1NC(=O)Nc1ccccc1
20. COc1ccc(S(=O)(=O)N(C)CC(=O)NCCC2=CCCCC2)cc1
21. CC(C)C(=O)NC(=S)Nc1ccccc1C(=O)Nc1ccccc1
22. CC(C)OC(=O)/C(=C\c1cccc2ccccc12)NC(=O)c1ccccc1
23. Cc1cc[n+](CC(=O)N2CCCc3ccccc32)cc1
24. CCOC(=O)c1nnn(-c2nonc2-n2cccc2)c1-c1cccc([N+](=O)[O-])c1

Compound,17,18,19,20,21,22,23,24
PAD4 FP inh,2,0,3,-5,-1,-5,-2,0
EBNA-1 inhibitor,3,1,-1,7,3,1,13,0
ZTA counter,15,-1,2,6,-1,9,0,-3
GSTO1 counter,5,4,0,-1,8,-3,-3,0
PREPL inh,4,-5,-1,-3,2,5,6,7
LYPLA1 inh,-1,-7,-3,-1,-1,1,3,-4
LYPLA2 inh,1,-4,-4,-6,0,1,-5,-4
PAFAH1B3 inh,0,-1,9,3,-2,13,4,5
PAFAH2 inh,0,-7,10,0,-3,2,-4,10

# Compound profiles (already shown).
# `CC(C)(C)C1CCC(C(=O)NCCc2ccc(S(N)(=O)=O)cc2)CC1` (stereo unspecified) is entered as PAD4 FP inh: -3; EBNA-1 inhibitor: -3; ZTA counter: -16; GSTO1 counter: -4; PREPL inh: 16; LYPLA1 inh: 1; LYPLA2 inh: 7; PAFAH1B3 inh: 1; PAFAH2 inh: 6
# `Cc1cc(C(=O)OCC(=O)c2ccc(Br)s2)c(C)o1` is entered as PAD4 FP inh: -15; EBNA-1 inhibitor: -2; ZTA counter: 14; GSTO1 counter: 2; PREPL inh: 7; LYPLA1 inh: -5; LYPLA2 inh: -13; PAFAH1B3 inh: ·; PAFAH2 inh: ·

# The results go on.
25. Cc1cc(C(=O)NCc2ccc(S(N)(=O)=O)cc2)c(C)o1
26. O=C(Cc1ccccc1)Nc1cc2c(cc1Cl)OCCCO2
27. O=S(=O)(c1ccc(Br)s1)N1CCN(c2ccnc3cc(Cl)ccc23)CC1
28. CC(C)Oc1ccccc1OCCN(C)C
29. CCOC(=O)c1c(CSc2ccc(C)cc2)oc2ccc(O)cc12
30. COc1ccc(CC(=O)Nc2nc(-c3cccnc3)cs2)cc1
31. CC1=C(C(N)=O)C(c2cccnc2)n2nc(-c3cccc(Cl)c3)nc2N1 (stereo unspecified)
32. Cc1cccn2c(=O)c3cc(C#N)c(=N)n(CCCN4CCOCC4)c3nc12

Compound,25,26,27,28,29,30,31,32
PAD4 FP inh,1,-2,2,-4,2,-7,-4,3
EBNA-1 inhibitor,1,-7,-12,5,6,-7,-7,-5
ZTA counter,2,11,-12,10,14,-8,-24,-15
GSTO1 counter,0,5,-11,-2,2,3,1,4
PREPL inh,-6,7,-13,-4,2,-13,12,13
LYPLA1 inh,-2,0,-11,1,-7,1,-4,-2
LYPLA2 inh,3,-9,-10,5,-10,4,2,-3
PAFAH1B3 inh,2,12,·,-4,-5,5,2,-3
PAFAH2 inh,-4,9,·,-7,-4,4,-2,3

33. O=C(COC(=O)c1cccc2c1C(=O)c1ccccc1C2=O)NC1CCCCC1
34. O=C(Nc1ccc(S(=O)(=O)N2CCCCC2)cc1)C1CCCCC1
35. COc1ccccc1OCc1ccc(C(=O)NCc2cccnc2)o1
36. CN(CC(=O)NCC(=O)Nc1ccc(F)cc1)C1CCS(=O)(=O)C1 (stereo unspecified)
37. CC(=O)Nc1nc(NC(=O)/C=C/c2ccccc2)n(-c2ccccc2)n1
38. C=CCNC(=S)NNC(=O)c1ccccc1
39. O=C1N=c2ccc(Br)cc2=C1c1sc(=S)n(NS(=O)(=O)c2ccccc2)c1O
40. CC(C)CNc1c(N)c(=O)oc2ccccc12

Compound,33,34,35,36,37,38,39,40
PAD4 FP inh,-12,2,4,0,-1,-1,-4,3
EBNA-1 inhibitor,-10,2,-12,·,5,77*,7,-3
ZTA counter,-13,-7,-5,-5,-2,4,-22,-3
GSTO1 counter,7,7,16,·,5,-1,14,3
PREPL inh,7,3,10,-1,4,5,5,22
LYPLA1 inh,4,-1,-4,-1,-2,-3,0,-1
LYPLA2 inh,3,-3,-3,2,1,2,12,-1
PAFAH1B3 inh,-2,9,6,7,4,2,-2,1
PAFAH2 inh,20,5,-3,-3,5,0,-3,1

41. CCOC(=O)N1CCC(NS(=O)(=O)c2ccc3c(c2)C(C)(C)C(=O)N3C)CC1
42. OC(CN1CCN(c2ccccc2)CC1)c1c[nH]c2ccccc12 (stereo unspecified)
43. O=C(CN1C(=O)C2CC=CCC2C1=O)NCC1COc2ccccc2O1 (stereo unspecified)
44. CC(C)c1ccccc1OS(N)(=O)=O
45. COC(=O)c1c(C)[nH]c(C)c1-c1ccccc1
46. CCCOc1ccc2c(=O)c(N3C(=O)c4ccccc4C3=O)c(C)oc2c1
47. COc1ccc2nccc(C(N)=O)c2c1
48. COc1ccc(/C=N/OCc2ccc(Br)cc2)c(OC)c1

Compound,41,42,43,44,45,46,47,48
PAD4 FP inh,-1,-7,-5,2,-1,0,-1,1
EBNA-1 inhibitor,-3,-9,-7,0,6,11,-10,-2
ZTA counter,-2,6,2,-3,9,16,1,6
GSTO1 counter,10,1,-6,7,6,3,-1,3
PREPL inh,-7,14,-3,3,-4,-9,1,7
LYPLA1 inh,0,-6,0,4,-4,-1,-1,-5
LYPLA2 inh,2,5,-3,3,-2,-2,3,-2
PAFAH1B3 inh,-4,5,0,10,8,2,9,10
PAFAH2 inh,-9,-7,-4,-4,8,6,-10,-2

49. Cc1nn(-c2cc(C)c3ccccc3n2)c2c1CCC2
50. CC1CN(C(=O)COC(=O)c2cc([N+](=O)[O-])ccc2Cl)CC(C)O1 (stereo unspecified)
51. COc1cccc(/C=N/NC(=O)Cn2cnc3c2c(=O)n(C)c(=O)n3C)c1OC
52. COc1ccc(C(C(=O)NCc2ccccc2)N(C(=O)c2snc(C(N)=O)c2N)c2ccccc2OC)cc1OC (stereo unspecified)
53. Cc1c(-c2ccccc2)oc2c(C(=O)N3CCN(c4ccccc4F)CC3)cccc2c1=O
54. CCOC(=O)Nc1ccc2c(c1)Nc1ccccc1S2
55. CCOc1ccc(C(=O)N2CCC3(CC2)NCCc2[nH]cnc23)cc1OCC
56. CCOc1cccc(OCCOCCn2cnc3ccccc3c2=O)c1

Compound,49,50,51,52,53,54,55,56
PAD4 FP inh,5,1,-2,-4,0,2,-1,-1
EBNA-1 inhibitor,-3,-5,1,6,4,5,8,9
ZTA counter,-10,11,1,5,-11,9,-5,11
GSTO1 counter,-2,8,-1,-6,2,19,-3,0
PREPL inh,-5,0,7,4,-3,1,10,0
LYPLA1 inh,-6,4,-2,3,-2,-4,0,-1
LYPLA2 inh,3,3,4,-2,1,2,-4,-3
PAFAH1B3 inh,11,7,·,3,0,8,4,8
PAFAH2 inh,-9,9,·,5,-5,8,2,0

57. CN(C)S(=O)(=O)c1cccc(C(=O)N2CCN(C(=O)C3CCCO3)CC2)c1 (stereo unspecified)
58. Cc1ccc2c(c1)COc1c3ccc(C(=O)NCC4CC4)cc3nn1-2
59. O=C(Nc1nonc1-c1ccc(F)cc1)c1ccco1
60. CCOC(=O)N1CCC(N2Cc3cccc(C(=O)Nc4cc(F)ccc4F)c3C2=O)CC1
61. O=C(Nc1ccc2c(c1)OCO2)N1CCN(c2cccc(C(F)(F)F)c2)CC1
62. Cc1ccc(S(=O)(=O)N2CCN(C(=O)Cn3nc(C(=O)O)c4ccccc4c3=O)CC2)cc1
63. CCOc1cc(C(=O)NC(C)CC)cc(OCC)c1OCC (stereo unspecified)
64. COc1cccc(CNC(=O)c2c[nH]n3c(=O)c(Cl)c(C)nc23)c1
65. CSc1nc2nc3c(cn2n1)C(=O)CC(c1ccccc1)C3 (stereo unspecified)

Compound,57,58,59,60,61,62,63,64,65
PAD4 FP inh,1,4,1,0,0,-2,4,-2,2
EBNA-1 inhibitor,·,2,4,-12,-1,-3,14,7,-2
ZTA counter,·,7,7,-1,-22,3,7,1,-13
GSTO1 counter,·,-5,5,-2,5,3,1,-12,2
PREPL inh,1,16,2,4,18,11,1,-2,11
LYPLA1 inh,·,-6,0,-2,1,-1,0,-1,-2
LYPLA2 inh,·,-4,5,0,4,-1,-3,-6,2
PAFAH1B3 inh,4,10,2,18,9,·,3,4,3
PAFAH2 inh,-2,9,0,-8,-6,·,-2,14,1

# Individual results from above:
# Cc1ccc(S(=O)(=O)N2CCN(C(=O)Cn3nc(C(=O)O)c4ccccc4c3=O)CC2)cc1 @ GSTO1 counter = 3
# CN(C)S(=O)(=O)c1cccc(C(=O)N2CCN(C(=O)C3CCCO3)CC2)c1 (stereo unspecified) @ PAFAH2 inh = -2
# COc1cccc(CNC(=O)c2c[nH]n3c(=O)c(Cl)c(C)nc23)c1 @ LYPLA2 inh = -6

# Source: PubChem BioAssay
